NCI-60 one-dose screen, 48 h, at 10 µM unless noted. Numbers give growth in % (100 = growth as untreated, 0 = no growth, -100 = all killed).
NCI-H522: NCI-H522 lung cancer; hit rate 8% among 78,000; AID 1794739
NCI-H460: NCI-H460 lung cancer. AID 1794736. hit rate 6.8% among 82,000
NCI-H23: NCI-H23 lung cancer; hit rate 4% among 80,000; AID 1794731
NCI-H226: NCI-H226 lung cancer; hit rate 3.5% among 79,000
OVCAR-4: OVCAR-4 ovarian cancer cells. hit rate 3.7% among 80,000
SK-OV-3: SK-OV-3 ovarian cancer cells | AID 1794785 | hit rate 3.2% among 80,000
IGROV1: IGROV1 ovarian cancer; hit rate 4.7% among 79,000; AID 1794786
NCI-H322M: NCI-H322M lung cancer; hit rate 2.7% among 80,000; AID 1794733
NCI/ADR-RES: NCI/ADR-RES ovarian cells | hit rate 4.4% among 81,000
Starred values were filed as active, the others as inactive; · = not tested or not shown; & = joins results of further samples. How the source made its calls: active means growth percent below 10; inactive means the rest. This is a random part of the collection; any-hit rate near 11%.

SMILES	NCI-H522	NCI-H460	NCI-H23	NCI-H226	OVCAR-4	SK-OV-3	IGROV1	NCI-H322M	NCI/ADR-RES
Cc1nc2cc(NCc3cn(-c4ccc(F)c(Cl)c4)nn3)ccc2c(=O)n1-c1ccccc1	82	·	102	92	85	98	113	90	93
N#Cc1ccccc1/C=N/NC1=NCCN1S(=O)(=O)c1ccc(Br)cc1	81	97	94	85	81	101	89	96	87
CC(=O)NCc1ccccc1	105	106	107	103	112	106	105	105	101
Cn1c(O)c(N=Nc2ccc(S(N)(=O)=O)cc2)c2cc(Br)ccc21	90	98	95	88	109	101	101	97	103
N#C/C(=C\c1ccc(F)cc1)c1nc2ccccc2s1	83	101	81	83	78	100	75	83	87
COc1ccc(C2NNC(=S)N2)cc1O (stereo unspecified)	94	104	98	109	100	104	104	104	104
O=C1C=CC(=O)N1c1ccccn1	·	106	102	108	100	115	113	110	106
C[N+](C)(C)CCNC(=O)c1ccc(OCc2ccccc2F)cc1	100	103	99	109	98	109	103	95	105
COc1ccc(-c2cn(-c3ccc(Cl)cc3)c(=S)[nH]2)cc1OC	49	38	90	63	87	79	49	57	37
CCOC(=O)/C=c1\sc2n(c1=O)C1C(NN=2)N(CC)C(=O)N1CC (stereo unspecified)	33	38	80	81	91	89	60	79	53
COc1cc2c(cc1OCCCCCn1c3ccccc3c3ccccc31)N=C[C@@H]1CCCN1C2=O	-22*	-84*	-26*	-92*	-7.2*	-47*	-69*	16	-6.3*
Nc1ncnc2c1N=C1c3ccccc3CCC1C(c1ccc(F)cc1)N2 (stereo unspecified)	97	103	94	105	105	87	102	110	100
CS(=O)(=O)c1ccc2c(c1)c1c(n2S(=O)(=O)c2ccc(Cl)cc2)CCCC1=O	94	106	90	84	103	120	109	97	96
COc1ccc(-n2nc(C)c3c(Oc4ccc(NC(=O)Nc5cc(C(F)(F)F)ccc5F)cc4)ncnc32)cc1	72	55	74	79	58	87	68	81	62
CC(=O)c1ccc2c(c1)Sc1ccccc1N2CCCN1CCN(CCO)CC1	·	104	97	106	94	109	95	·	97
Nc1nc(N)c2c(n1)CCC(S(=O)(=O)c1ccc3ccccc3c1)C2 (stereo unspecified)	52	18	48	59	·	66	37	49	43
C[n+]1ccccc1/C=C/c1ccc(Cl)cc1	102	107	94	99	101	86	69	104	102
CCOC(=O)CCCCCCCCCCCCC1C=CCC1 (stereo unspecified)	102	108	105	106	124	129	108	112	103
O=C(O)C(Cc1ccc(O)cc1)N1C(=O)/C(=C\c2ccc(-c3ccc(Cl)cc3)o2)SC1=S (stereo unspecified)	93	102	95	·	92	98	91	101	105
CCC(C)(C(N)=O)c1ccccc1 (stereo unspecified)	103	104	104	98	125	104	98	·	103
COc1ccc(-c2c(C(C)=O)c(C)n(-c3ccccc3)c2Cc2ccccc2)cc1OC	75	88	82	76	80	87	77	101	77
C/C(=N\Nc1ccc([N+](=O)[O-])cn1)c1ccccc1	86	113	97	104	103	111	152	149	116
Cc1ccc(NC(=S)NCCO)cc1	87	106	106	104	104	108	112	112	105
Cc1c(C(=O)N=Nc2c(O)[nH]c3ccc(F)cc23)oc2ccccc12	89	100	95	·	98	·	76	92	104
Cc1ccc(Nc2ccc(Nc3c(Br)cc(C)cc3Br)c3c2C(=O)c2ccccc2C3=O)c(Br)c1	94	98	98	93	95	99	118	112	108
C[C@H](O)[C@@H]1N[C@H]2N(C1=O)c1ccccc1[C@@]21CC2C(=O)N[C@@H]1C1=Nc3ccccc3CN12	75	110	91	101	99	101	93	95	90
Cc1ccc(CO)cc1	·	106	101	95	112	92	102	94	115
COC(=O)CC[C@@H](C)[C@H]1CC[C@H]2[C@@H]3CC[C@@H]4C[C@@H](OCCC#N)CC[C@]4(C)[C@H]3CC[C@]12C	86	96	96	95	89	80	94	91	101
COc1cc(NS(=O)(=O)c2ccc(-c3cnc(C4CC4)o3)cc2)ccc1F	0.3*	19	34	37	39	47	25	49	15
COc1cc2ncnc(-n3ncc4cc(NC(=O)Nc5ccc(Cl)c(Cl)c5)ccc43)c2cc1OC	1.4*	-54*	-54*	-63*	-32*	-25*	-58*	-46*	-31*
O=c1oc2cc(OS(=O)(=O)c3ccc(F)cc3)ccc2c2c1CCCCC2	50	65	66	55	58	96	95	90	51
O=C(O)c1ccc(N2C(=O)/C(=C/C3=Cc4ccccc4OC3)SC2=S)cc1	89	95	95	98	102	113	101	86	96
S=C=NP1(N=C=S)=NP(N=C=S)(N=C=S)=NP(N=C=S)(N=C=S)=NP(N=C=S)(N=C=S)=N1 (stereo unspecified)	72	111	98	94	97	84	98	81	107
NNC(=O)CN1CCN(c2cc3c(cc2F)c(=O)c(C(=O)O)cn3C2CC2)CC1	94	97	104	102	109	107	98	93	100
Cc1nc2ncccc2nc1Nc1ccc(S(N)(=O)=O)cc1	70	110	91	100	106	87	90	109	101
COC(=O)Nc1ncccn1	84	105	99	97	102	89	·	95	100
CCOC(=O)[C@]1(Br)CC[C@]1(Br)C(=O)OCC	87	103	106	93	93	92	105	100	115
CC1=C([Se]CC(OC(=O)CC[Se]c2ccccc2)C(=O)NC(C)(C)C)C(=O)c2ccccc2C1=O (stereo unspecified)	-39*	-49*	-46*	-49*	-84*	-98*	-19*	-52*	-36*
CCCCCCCCCCCCCCCC[N+]1([O-])CCOCC1	68	104	94	93	102	87	·	81	90
CCOP(=O)(CN=C(c1ccccc1)c1ccccc1)OCC	105	101	100	108	107	115	100	90	100

Among those listed so far, 2 have a furan ring, fused or not:
SMILES	NCI-H522	NCI-H460	NCI-H23	NCI-H226	OVCAR-4	SK-OV-3	IGROV1	NCI-H322M	NCI/ADR-RES
O=C(O)C(Cc1ccc(O)cc1)N1C(=O)/C(=C\c2ccc(-c3ccc(Cl)cc3)o2)SC1=S (stereo unspecified)	93	102	95	·	92	98	91	101	105
Cc1c(C(=O)N=Nc2c(O)[nH]c3ccc(F)cc23)oc2ccccc12	89	100	95	·	98	·	76	92	104

Going on with the list.
SMILES	NCI-H522	NCI-H460	NCI-H23	NCI-H226	OVCAR-4	SK-OV-3	IGROV1	NCI-H322M	NCI/ADR-RES
COc1cc2c(cc1O)CC[C@@H]1[C@@H]2CC[C@]2(C)[C@@H](NCCN(C)C)CC[C@@H]12	-94*	-85*	-77*	-86*	-63*	-90*	-75*	-92*	-86*
CCCC(CC)(CC)CO	105	108	109	110	95	109	121	100	109
CN(C)CCOC(=O)Nc1ccccc1C(F)(F)F	90	117	100	110	108	107	121	120	108
O=C(Cc1ccc(/C=C/C(=O)c2ncc[nH]2)cc1)Nc1ccc(C(F)(F)F)cc1	55	27	33	79	51	73	24	72	60
COc1ccc(/C=C/c2cc(=O)c3c(C)c(Cl)c(C)cc3o2)cc1OC	84	98	83	73	91	90	88	94	82
COc1ccc(OC)c(C(=O)CCCCC(=O)c2cc(OC)ccc2OC)c1	61&72	105&81	83&89	85	75&71	103&92	92&88	103&87	72
CN(Cc1cnc2nc(N)nc(N)c2n1)c1ccc(C(=O)NC(CCC(=O)O)C(=O)O)cc1 (stereo unspecified)	29	16	23	30	61	59	31	49	27
CNCCNc1nc2ccccc2c2c(=O)c3cc(F)ccc3oc12	58	56	65	68	55	·	50	44	48
CCc1ccc(NC(=O)CSc2nnc(Cc3ccccc3Nc3c(Cl)cccc3Cl)o2)cc1	88	104	96	100	105	96	99	99	104
C#CCNc1ccc(CC2(O)C(=O)Nc3ccccc32)cc1 (stereo unspecified)	94	103	94	100	99	100	105	99	98
CC1CC/C(=N\N(C)C)c2ccccc21 (stereo unspecified)	100	108	95	92	108	103	118	103	99
COc1cccc(NC(=O)c2sc3nc4c(cc3c2N)C(O)CCC4)c1 (stereo unspecified)	-11*	10	33	67	49	24	28	44	8.9*
CS(=O)(=O)c1ccc(-n2cc(/C=C/C(=O)c3ccc(NC(=O)CO[N+](=O)[O-])cc3)c(-c3ccc(Br)cc3)n2)cc1	101	105	·	102	105	112	106	99	102
NNC(=O)c1ccccc1F	91	106	96	96	107	105	105	101	103
Cc1cc(C)c(C[N+](C)(C)Cc2ccccc2)c(C)c1	82	105	87	100	91	95	80	107	102

Structures from the list above that contain sulfur, in the order listed:
SMILES	NCI-H522	NCI-H460	NCI-H23	NCI-H226	OVCAR-4	SK-OV-3	IGROV1	NCI-H322M	NCI/ADR-RES
N#Cc1ccccc1/C=N/NC1=NCCN1S(=O)(=O)c1ccc(Br)cc1	81	97	94	85	81	101	89	96	87
Cn1c(O)c(N=Nc2ccc(S(N)(=O)=O)cc2)c2cc(Br)ccc21	90	98	95	88	109	101	101	97	103
N#C/C(=C\c1ccc(F)cc1)c1nc2ccccc2s1	83	101	81	83	78	100	75	83	87
COc1ccc(C2NNC(=S)N2)cc1O (stereo unspecified)	94	104	98	109	100	104	104	104	104
COc1ccc(-c2cn(-c3ccc(Cl)cc3)c(=S)[nH]2)cc1OC	49	38	90	63	87	79	49	57	37
CCOC(=O)/C=c1\sc2n(c1=O)C1C(NN=2)N(CC)C(=O)N1CC (stereo unspecified)	33	38	80	81	91	89	60	79	53
CS(=O)(=O)c1ccc2c(c1)c1c(n2S(=O)(=O)c2ccc(Cl)cc2)CCCC1=O	94	106	90	84	103	120	109	97	96
CC(=O)c1ccc2c(c1)Sc1ccccc1N2CCCN1CCN(CCO)CC1	·	104	97	106	94	109	95	·	97
Nc1nc(N)c2c(n1)CCC(S(=O)(=O)c1ccc3ccccc3c1)C2 (stereo unspecified)	52	18	48	59	·	66	37	49	43
O=C(O)C(Cc1ccc(O)cc1)N1C(=O)/C(=C\c2ccc(-c3ccc(Cl)cc3)o2)SC1=S (stereo unspecified)	93	102	95	·	92	98	91	101	105
Cc1ccc(NC(=S)NCCO)cc1	87	106	106	104	104	108	112	112	105
COc1cc(NS(=O)(=O)c2ccc(-c3cnc(C4CC4)o3)cc2)ccc1F	0.3*	19	34	37	39	47	25	49	15
O=c1oc2cc(OS(=O)(=O)c3ccc(F)cc3)ccc2c2c1CCCCC2	50	65	66	55	58	96	95	90	51
O=C(O)c1ccc(N2C(=O)/C(=C/C3=Cc4ccccc4OC3)SC2=S)cc1	89	95	95	98	102	113	101	86	96
S=C=NP1(N=C=S)=NP(N=C=S)(N=C=S)=NP(N=C=S)(N=C=S)=NP(N=C=S)(N=C=S)=N1 (stereo unspecified)	72	111	98	94	97	84	98	81	107
Cc1nc2ncccc2nc1Nc1ccc(S(N)(=O)=O)cc1	70	110	91	100	106	87	90	109	101
CCc1ccc(NC(=O)CSc2nnc(Cc3ccccc3Nc3c(Cl)cccc3Cl)o2)cc1	88	104	96	100	105	96	99	99	104
COc1cccc(NC(=O)c2sc3nc4c(cc3c2N)C(O)CCC4)c1 (stereo unspecified)	-11*	10	33	67	49	24	28	44	8.9*
CS(=O)(=O)c1ccc(-n2cc(/C=C/C(=O)c3ccc(NC(=O)CO[N+](=O)[O-])cc3)c(-c3ccc(Br)cc3)n2)cc1	101	105	·	102	105	112	106	99	102

Compound activity from PubChem BioAssay.
